AmpC inh detg: inhibitors of E. coli AmpC beta-lactamase with detergent; Potency, µM (highest dose often 114 µM), for the others: at the highest dose activity change, negative = inhibition, hits mostly inhibitors; P00811; AID 485294; AmpC hydrolysis of nitrocefin, absorbance 480 nm, 0.01% Triton; 370,000 tested, 0.041% active;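 further: potency means the concentration at half of the fitted maximal effect; 0% = no-compound wells and -100% = no-enzyme wells; nearly all actives have a fitted effect of over 25% in size; some results filed as inactive show a strong effect at the top dose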
Target sequence (P00811 whole entry, looked up): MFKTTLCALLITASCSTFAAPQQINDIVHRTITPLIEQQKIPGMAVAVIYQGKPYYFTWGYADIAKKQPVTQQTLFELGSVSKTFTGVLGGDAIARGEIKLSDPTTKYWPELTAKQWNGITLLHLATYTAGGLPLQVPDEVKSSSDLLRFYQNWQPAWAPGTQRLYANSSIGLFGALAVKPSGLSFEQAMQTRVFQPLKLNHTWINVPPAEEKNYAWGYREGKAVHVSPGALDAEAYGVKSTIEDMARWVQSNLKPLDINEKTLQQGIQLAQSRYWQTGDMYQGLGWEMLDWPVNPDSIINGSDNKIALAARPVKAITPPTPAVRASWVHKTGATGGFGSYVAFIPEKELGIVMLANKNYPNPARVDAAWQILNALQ
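AmpC (5.3 nM in the dispensed reagent) in 20 mM phosphate pH 7.0 with 0.01% (detergent screen) or 0.0001% Triton X-100 was preincubated with compounds for 15 min at room temperature. Nitrocefin was then added from an 800 uM solution, and hydrolysis was followed at 480 nm.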
Sm TGR block: S. mansoni TGR enzyme inhibition; AID 485364; Potency, µM (highest dose often 114 µM), inactives show top-dose activity change, negative = inhibition, actives largely listed as inhibitors; 360,000 tested, 3% active; purified TGR, DTNB reduction, TNB absorbance 405 nm; Q962Y6; further: potency means the concentration at half of the fitted maximal effect; nearly all actives have a fitted effect of over 60% in size
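First, TGR (20 nM dispensed) and NADPH were mixed with compound. Second, a 15 min room-temperature incubation followed. Third, further NADPH and then DTNB were added to start the reaction. Finally, TNB absorbance was monitored kinetically.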
FBPA Giardia inh: inhibitors of Giardia lamblia fructose-1,6-bisphosphate aldolase. A8B2U2. Potency, µM (top dose mostly 59.6 µM), inactives show top-dose activity, negative = inhibition, hits mostly inhibitors. purified Giardia FBPA. 290,000 tested, 0.71% active; further: potency means the concentration at half of the fitted maximal effect; nearly all actives have a fitted effect of over 55% in size
Target sequence (A8B2U2 whole entry, looked up): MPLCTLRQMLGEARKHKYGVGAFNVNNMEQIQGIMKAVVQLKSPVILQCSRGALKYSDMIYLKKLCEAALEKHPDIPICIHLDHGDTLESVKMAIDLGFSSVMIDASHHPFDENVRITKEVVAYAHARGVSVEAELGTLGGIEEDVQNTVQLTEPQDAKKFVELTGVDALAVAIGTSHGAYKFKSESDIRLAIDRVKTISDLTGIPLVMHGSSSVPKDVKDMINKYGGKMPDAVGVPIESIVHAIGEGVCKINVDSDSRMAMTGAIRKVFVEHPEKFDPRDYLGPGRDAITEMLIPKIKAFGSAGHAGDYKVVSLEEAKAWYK
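Giardia FBPA (40 nM reagent) was preincubated 10 min at RT with compound (up to 57.5 uM final), then substrate plus GAPDH/TPI/NAD/arsenate coupling system with diaphorase/resazurin was added; resorufin fluorescence (525/598 nm) was read after 20 min.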
AMA1-RON2 inh: inhibitors of Plasmodium falciparum AMA1-RON2 interaction; AlphaScreen AMA1-biotinylated RON2 peptide binding; Potency, µM (series often up to 58.2 µM), inactives show top-dose activity change, negative = inhibition, usual class: inhibitors; 360,000 tested, 0.2% active; AID 720542;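 further: potency means the concentration at half of the fitted maximal effect; 0% = vehicle wells and -100% = peptide control; nearly all actives have a fitted effect of over 45% in size; some results filed as inactive show a strong effect at the top dose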
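AMA1 (3D7) with his tag at 25 nM final met compounds first, then biotinylated RON2 peptide at 25 nM; detection used donor plus acceptor beads, 10 µg/mL apiece, read by AlphaScreen after 30 min at room temperature.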
AmpC no deterg: inhibitors of E. coli AmpC beta-lactamase without detergent; P00811; AmpC nitrocefin hydrolysis, absorbance 480 nm, 0.0001% Triton; Potency, µM (titrated, usually from 57.1 µM), for inactives: at the highest dose activity change, negative = inhibition, actives largely listed as inhibitors; 330,000 tested, 0.52% active; AID 485341;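 further: potency means the concentration at half of the fitted maximal effect; plate controls were no compound for no effect and no enzyme for full effect; nearly all actives have a fitted effect of over 20% in size; some results filed as inactive show a strong effect at the top dose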
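AmpC (5.3 nM in the dispensed reagent) in 20 mM phosphate pH 7.0 with 0.01% (detergent screen) or 0.0001% Triton X-100 was preincubated with compounds for 15 min at room temperature. Nitrocefin was then added from an 800 uM solution, and hydrolysis was followed at 480 nm.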
HCMV inh: human cytomegalovirus inhibition; HFF cells, HCMV-luciferase reporter, 72 h; active compounds read low; activity change, negative = inhibition, % at 57.5 µM; 410,000 tested, 4.5% active; AID 1259415; in the data active means activity change below about -60%; inconclusive means no clear call, values can overlap the other calls; inactive means above about -39%
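Two-dose cell screen: HFF monolayers treated with compounds and infected with luciferase-expressing HCMV at 1 PFU/cell, 72 h at 37C, then lysed for luciferase measurement.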
* marks the source's active call; other numbers are inactive results; ? = inconclusive; . = no result given; [ ] = another dose, or the depositor's remark. Unless noted, the call rests on the fitted dose curve; in most records, active means well fitted curve in the direction sought with a large enough effect; inconclusive means small, poorly fitted or top-dose-only effect, or another doubt; inactive means no such curve, though single readings can be large; an effect the other way counts as inactive or inconclusive. Unless noted, on the % scale 0 is the no-effect control and ±100 the full control effect.

1: Cn1c(=O)c2c(nc(N3CCN(c4ccc([N+](=O)[O-])cc4)CC3)n2C)n(C)c1=O
2: CC(C)CNS(=O)(=O)c1cc2c3c(c1)CCC(=O)N3CCC2
3: COc1cccc(CNC(=O)c2ccc(C(=O)NCc3cccc(OC)c3)cc2)c1
4: CSc1ccccc1NC(=O)C1CC(c2c(F)cccc2Cl)=NO1 (centres undefined)
5: COc1ccc([C@]23Cc4cc(C#N)ccc4C(O2)c2c(cc(-c4ccccc4)oc2=O)O3)cc1
6: CN(C)S(=O)(=O)c1cccc(C(=O)C2=C3SC=C(c4ccccc4)N3CC2)c1
7: CCCCn1c(O)c(C(C)=NCc2ccc3c(c2)OCO3)c(=O)[nH]c1=O
8: CC(NC(=O)c1ccc(C#N)cc1)C1CC2CCC1C2 (centres undefined)
9: COc1cccc(C(=O)Nc2ccccc2-c2nnc(-c3ccc(C(C)(C)C)cc3)o2)c1
10: c1ccc(SCCOCCN2CCc3ccccc3C2)cc1

compound no. | 1 | 2 | 3 | 4 | 5 | 6 | 7 | 8 | 9 | 10
AmpC inh detg | -1% | -3% | -1% | 1% | -12%[22.9 µM] | ? | 0% | -6% | -2% | -15%
Sm TGR block | 3% | 3% | -1% | -26% | -23%[22.9 µM] | 4.5µM* | 0% | -13% | 0% | -5%
FBPA Giardia inh | 2% | . | . | 6% | -6%[12.9 µM] | 5% | 4% | 1% | . | -7%
AMA1-RON2 inh | -11% | 3% | -13% | -7% | . | 7% | -15% | 12% | . | -23%
AmpC no deterg | 39% | 10% | -24% | -34% | ? | -15% | -4% | 2% | . | 20%
HCMV inh | -10 | 24 | -5 | 14 | . | 22 | 10 | -15 | -8 | 57

Down the list, as entered above:
AmpC inh detg, nos. 1–8 → -1%, -3%, -1%, 1%, -12%[22.9 µM], ?, 0%, -6%
FBPA Giardia inh, nos. 1–8 → 2%, ., ., 6%, -6%[12.9 µM], 5%, 4%, 1%
HCMV inh, nos. 1–8 → -10, 24, -5, 14, ., 22, 10, -15

(listing goes on)
11: CCN(CC(=O)N1CCOCC1)S(=O)(=O)c1ccc(F)cc1
12: CC(=O)c1c(C)[nH]c(C(=O)CSc2nnc(-c3ccc(Cl)cc3)n2CC2CCCO2)c1C (centres undefined)
13: CN(C)CCNC(=S)Nc1ccc(Br)cc1
14: Cc1cccn2c(=O)c(C(=O)NCCc3ccc(Cl)cc3)cnc12
15: CN(C)CCCN(Cc1ccccc1)C(=S)NCc1ccccc1
16: COc1ccc(NC(=O)CSc2nc(-c3ccccc3)nc3c2Cc2c(CO)cnc(C)c2O3)cc1Cl
17: Cn1c(=O)c(-c2ccccc2)nn2c3ccccc3nc12
18: CC(C)C(NC(=S)Nc1ccccc1)C(=O)O (centres undefined)
19: Cc1csc(SCC(=O)NC(=O)NCCC(C)C)n1
20: CC(=O)C1=C(O)C(=O)N(Cc2ccccc2)C1c1cccc([N+](=O)[O-])c1 (centres undefined)

compound no. | 11 | 12 | 13 | 14 | 15 | 16 | 17 | 18 | 19 | 20
AmpC inh detg | 2% | -1% | -14% | -6% | 7% | -5% | ? | 1% | 1% | -1%
Sm TGR block | -9% | -6% | -7% | -1% | 3% | ? | 3% | 6% | -5% | 12%
FBPA Giardia inh | -2% | -11% | 6% | . | 0% | . | -2% | -4% | 1% | -11%
AMA1-RON2 inh | 6% | -3% | 9% | . | -4% | . | -3% | 1% | 14% | -1%
AmpC no deterg | -4% | 25% | -12% | . | -8% | . | -38% | -6% | -20% | -11%
HCMV inh | 5 | -2 | -7 | 70 | 0 | 4 | 43 | 9 | -17 | 10

21: CCOc1ccc(CCNC(=O)CSc2ncn[nH]2)cc1OCC
22: CS/C(=N\S(=O)(=O)c1ccccc1)c1ccccc1
23: Cc1[nH]c2ccccc2c1CCNC(=O)c1c(N)no[n+]1[O-]
24: O=c1c(N2CCCCC2)coc2ccccc12
25: CC1=C(c2ccc(C(C)C)cc2)S(=O)(=O)N=C1N1CCC(C(=O)NCc2ccc(C)o2)CC1
26: Oc1ccc(Cl)cc1/C=N/c1nccs1
27: O=C(NCCCn1ccnc1)C(F)(F)C(F)(F)C(=O)NCCCn1ccnc1
28: CCc1ccc(CN(C)CC(O)COc2cccc3ccccc23)cc1 (centres undefined)
29: COc1ccc(CCNS(=O)(=O)c2ccc3c(c2)CCN3C(=O)C2CC2)cc1OC
30: CCOc1ccccc1NC(=O)N1CCCc2ccccc21

compound no. | 21 | 22 | 23 | 24 | 25 | 26 | 27 | 28 | 29 | 30
AmpC inh detg | 5% | ? | -8% | 1% | 23% | -2% | ? | ? | -3% | ?
Sm TGR block | 5% | 3% | ? | -20% | 3% | 20µM* | 11% | -24% | 2% | -12%
FBPA Giardia inh | . | 19% | -5% | 8% | . | -22% | -1% | ? | 2% | 12%
AMA1-RON2 inh | 48%[activator] | 23% | -4% | 2% | . | 7% | 21% | -15% | 15% | -6%
AmpC no deterg | 0% | -18% | -41% | -6% | . | -17% | -10% | 80%[activator] | 20% | -20%
HCMV inh | -11 | 75 | 16 | 4 | 16 | 32 | 21 | -20 | 40 | ?

31: CCC(OC(=O)c1cccs1)C(=O)NC1CCCCC1 (centres undefined)
32: O=C(NC1CCCCC1)C1CCCN(S(=O)(=O)c2ccc(F)cc2)C1 (centres undefined)
33: O=C1CC(c2ccccc2)Sc2nc(-c3ccccc3)c(-c3ccccc3)n21 (centres undefined)
34: CC(=O)c1c(C)nc2nc(-c3ccccc3)nn2c1C
35: CN(C(=O)COc1cc(=O)n(C)c2ccccc12)c1ccc(Br)cc1
36: c1ccc(C(c2nnnn2C2CCCC2)N2CCCCCC2)nc1 (centres undefined)
37: CCN(CC)c1nn2c(=O)c(C(=O)NCCc3ccc(C)cc3)cnc2s1
38: CC(C)(C)OC(=O)NCCCCCc1nnc(SCc2ccccc2)o1
39: COc1ccc(S(=O)(=O)NCCC(=O)NCc2ccc(F)cc2)cc1
40: Brc1ccc(-c2nnc3sc(CN4CCC5(CC4)OCCO5)cn23)cc1

compound no. | 31 | 32 | 33 | 34 | 35 | 36 | 37 | 38 | 39 | 40
AmpC inh detg | ? | 6% | 6% | -3% | -2% | -8% | 18% | -1% | 6% | 0%
Sm TGR block | 0% | 23% | 4% | 1% | 5% | 0% | -13% | 10% | 9% | 5%
FBPA Giardia inh | 8% | -7% | 7% | . | -9% | -27% | . | 11% | 0% | 9%
AMA1-RON2 inh | -10% | 8% | -6% | . | -12% | 1% | . | 9% | -3% | -2%
AmpC no deterg | -3% | 0% | -22% | . | ? | -3% | . | 72%[activator] | -10% | -8%
HCMV inh | 46 | -81* | ? | 109 | 15 | -19 | -64* | ? | -11 | -1

41: O=C(c1ccc(F)cc1)c1cn(Cc2ccccc2F)c2cc3c(cc2c1=O)OCCO3
42: C/C(=N\N(C)C)C1=C(O)c2ccccc2C1=O
43: COc1cc(/C=C/C(=O)N2CCN(CC(O)COc3ccccc3)CC2)cc(OC)c1OC (centres undefined)
44: O=C(NCCCN1CCOCC1)c1cc(C(=O)C2CC2)c[nH]1
45: N#CCSc1ncnc2sc3c(c12)CCC3
46: Cn1c(SCc2ccccc2)nnc1-c1ccc2nonc2c1
47: COc1ccc(-c2c[n+]3c(n2-c2ccccc2)CCCCC3)cc1
48: COC(=O)CCCNC(=O)c1ccc2oc(CCCc3ccccc3)nc2c1
49: COC(=O)c1cc2sccc2n1CC(=O)Nc1cccc(SC)c1
50: CCn1cc(C(=O)NCc2ccc(Cl)cc2)c(=O)c2cc(S(=O)(=O)N(C)C)ccc21

compound no. | 41 | 42 | 43 | 44 | 45 | 46 | 47 | 48 | 49 | 50
AmpC inh detg | -13% | -4% | -4% | -16% | -14% | -3% | -8% | ? | 3% | -2%
Sm TGR block | -1% | -2% | -27% | 15% | 3% | 9% | 3% | 4% | 0% | -19%
FBPA Giardia inh | . | 4% | -10% | 7% | 1% | 0% | 2% | 4% | -9% | -6%
AMA1-RON2 inh | . | -5% | -4% | 5% | 0% | -2% | 3% | 3% | -2% | 2%
AmpC no deterg | . | -14% | 149%[activator] | -8% | -11% | -6% | -7% | 68%[activator] | . | 22%
HCMV inh | -37 | -22 | -82* | 42 | -39 | -22 | -96* | 83 | -2 | -71*

51: CC(=O)N1C(=O)CC(C)N(C(C)=O)c2ccc([N+](=O)[O-])cc21 (centres undefined)
52: CCN(CC)S(=O)(=O)c1cccc(-c2nnc(SCC(=O)NC)n2CCc2ccccc2)c1
53: S=C(NCCc1ccccc1)NCC(c1ccco1)N1CCCCC1 (centres undefined)
54: COCCCNc1ncnc2c1sc1nc(-c3ccco3)c3c(c12)CC(C)(C)OC3
55: CSc1ccc(CN(C)CC(=O)NC(=O)NC(C)(C)C)cc1
56: CCOc1cc(CNC(C)(C)CO)cc(Br)c1OCc1ccc(Cl)cc1Cl
57: CC(C)Cn1c(/C=C/c2ccccc2)nc2ccccc21
58: COc1ccc(NC(=O)CSc2nc(C)cc(C(F)(F)F)n2)cc1
59: Cc1cc(C(=O)CCC(=O)NCC(=O)Nc2c(C)cccc2C)c(C)s1
60: Cc1nc2ccccc2n1CCc1nc2c3ccccc3nc(=S)n2[nH]1

compound no. | 51 | 52 | 53 | 54 | 55 | 56 | 57 | 58 | 59 | 60
AmpC inh detg | -4% | ? | -1% | 4% | 0% | 0% | -4% | ? | . | ?
Sm TGR block | -8% | -5% | -12% | 16µM* | 4% | 16% | 0% | -14% | . | 1%
FBPA Giardia inh | 5% | 0% | 1% | -2% | -2% | -4% | -12% | 6% | . | 2%
AMA1-RON2 inh | -9% | 6% | 10% | -3% | -2% | 1% | 49%[activator][11.6 µM] | 3% | 15% | 56%[activator]
AmpC no deterg | -16% | 102%[activator] | 2%[2.29 µM] | 125%[activator] | 4% | 171%[activator] | -17% | 2% | 109%[activator] | -19%
HCMV inh | -4 | -11 | -30 | 57 | -9 | 4 | 11 | -37 | ? | -9

Entries of single compounds from above. Order of screens: AmpC inh detg	Sm TGR block	FBPA Giardia inh	AMA1-RON2 inh	AmpC no deterg	HCMV inh
Record of CC(C)Cn1c(/C=C/c2ccccc2)nc2ccccc21 = -4%	0%	-12%	49%[activator][11.6 µM]	-17%	11
Record of COCCCNc1ncnc2c1sc1nc(-c3ccco3)c3c(c12)CC(C)(C)OC3 = 4%	16µM*	-2%	-3%	125%[activator]	57
Record of Cc1cc(C(=O)CCC(=O)NCC(=O)Nc2c(C)cccc2C)c(C)s1 = .	.	.	15%	109%[activator]	?
Record of COc1ccc(NC(=O)CSc2nc(C)cc(C(F)(F)F)n2)cc1 = ?	-14%	6%	3%	2%	-37
Record of CCOc1cc(CNC(C)(C)CO)cc(Br)c1OCc1ccc(Cl)cc1Cl = 0%	16%	-4%	1%	171%[activator]	4

Screening data (PubChem BioAssay)
